Screening data: PubChem, National Center for Advancing Translational Sciences (NCATS)
Akt phos inh – inhibitors of Akt phosphorylation; Neuro2A IGF-stimulated pAkt S473 HTRF, 20 min; stronger effect = lower value; activity change, % for hits at 50 µM; actives 0.32% (n = 360,000); in the data active = activity change below about -80%; inconclusive = mostly about -51% to -80%; also: % is scaled to controls: 0 for no effect and ±100 for the full control effect
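Single-point screen (50 µM final compound) in Neuro2A cells stimulated 20 min with 6 nM IGF at 37 deg C. After lysis, Ser473-phosphorylated Akt read by HTRF (ex 330 nm, em 615/665 nm) as the 665/615 ratio.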
CCT chaperon mod – cytosolic chaperonin activity modulation | purified chaperonin ATPase assay, HTRF ADP detection, 30 min | activity change, % (concentration not given with the values), hits read low | actives 0.3% (n = 360,000); in the data active = activity change below about -30%; also: % is scaled to controls: 0 for no effect and ±100 for the full control effect
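ATPase activity: ADP formed was measured by HTRF Transcreener (665/615 nm ratio) after 30 min at 37 deg C with 10 uM ATP. Compounds screened at one 76 uM concentration against 40 or 20 nM TRiC in Tris pH 7.4/KCl/MgCl2/DTT buffer.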
Nrf2 inh – Nrf2 pathway inhibition; actives 2.1% (n = 360,000); Potency, µM (titrated, usually from 46 µM), for inactives: top-dose activity change, negative = inhibition, actives largely listed as inhibitors; A549 ARE-Fluc reporter, luciferase luminescence, 18-24 h; also: potency is read from the fitted curve at half-maximal effect; % is scaled to controls: 0 for no effect and ±100 for the full control effect; nearly all actives have a fitted effect of over 60% in size
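A549 ARE_Fluc cells, 5000/well, 5% FBS OPTI-MEM; compounds in dose-response, 18-24 h at 37 °C/5% CO2; CellTiter-Fluor viability read (Ex 405/Em 525), then BugLite luciferase luminescence = Nrf2 activity.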
HepG2 viability – kills HepG2 cells in TGF-b inhibitor counter-screen. HepG2 CAGA-GFP viability, ATP luminescence, 18 h. Potency, µM (titrated, usually from 46.1 µM), without a hit: at the top dose activity change, negative = cytotoxicity, most hits filed as cytotoxic. actives 0.76% (n = 410,000). AID 588856; also: potency is read from the fitted curve at half-maximal effect; some results filed as inactive show a strong effect at the top dose
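HepG2 CAGA-GFP cells (1000/well, DMEM with 1% FBS) received compound, then TGF-beta at 500 pg/mL final, and were incubated 18 hours at 37 degrees C. Viability was read by CellTiter-Glo luminescence. Media-only wells were set as complete cell-killing and DMSO as no toxicity.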
Nrf2 activator – activates Nrf2 signaling; AID 624171; AREc32 ARE-luciferase reporter (MCF7-derived line), luminescence, 24 h; actives 0.31% (n = 410,000); Potency, µM (titrated, usually from 46.1 µM), for inactives: top-dose activation, actives largely listed as activators; also: potency is read from the fitted curve at half-maximal effect; % of control where 0% means no effect; nearly all actives have a fitted effect of over 65% in size
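Luminescent ARE reporter assay in AREc32_Fluc cells: overnight plating at 37 deg C, 24 hr compound incubation, Steady-Glo added, 30 min RT before reading.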
A549 tox – counter-screen for Nrf2 inhibitors: cytotoxicity in A549 cells. A549 ARE-Fluc cells, CellTiter-Fluor viability, 18-24 h. Potency, µM (series often up to 46 µM), for inactives: top-dose activity change, negative = cytotoxicity, most hits filed as inhibitors. actives 0.16% (n = 390,000); also: potency is read from the fitted curve at half-maximal effect; % is scaled to controls: 0 for no effect and ±100 for the full control effect
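A549 ARE_Fluc cells in 5% FBS OPTI-MEM were exposed to compounds in concentration-response for 18-24 h at 37 deg C. Viability was read by CellTiter-Fluor fluorescence (Ex 405/Em 525) after 30 min, before the luciferase read.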
MmCpn inh – M. maripaludis TRiC chaperonin inhibition | actives 0.031% (n = 330,000) | Potency, µM (titrated, usually from 76.9 µM), for the others: at the highest dose activity, negative = inhibition, most hits filed as inhibitors | purified Mm-Cpn ATPase, ADP Transcreener TR-FRET; also: potency is read from the fitted curve at half-maximal effect; % is scaled to controls: 0 for no effect and ±100 for the full control effect; nearly all actives have a fitted effect of over 80% in size
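Compound-treated chaperonin, 25 nM final, turns over 10 uM ATP at 37°C for 30 min following a 10 min preincubation; ADP generated competes with ADP-d2 for Eu-cryptate antibody, lowering FRET.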
TGFb inhibitor – blocks TGF-b signaling | HepG2 CAGA-GFP TGF-b/SMAD3 reporter, GFP fluorescence, 18 h; TGF-beta stimulated, 500 pg/mL final | Potency, µM (titrated, usually from 46.1 µM), for the others: at the highest dose activity, negative = inhibition, actives largely listed as inhibitors | actives 1.2% (n = 410,000) | AID 588855; also: potency is read from the fitted curve at half-maximal effect; % is scaled to controls: 0 for no effect and ±100 for the full control effect; nearly all actives have a fitted effect of over 65% in size
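Per well, imaged GFP fluorescence of HEPG2 CAGA-GFP cells gives the signal; cells get compound, then TGF-beta (500 pg/mL final), 18 h at 37 degrees C; %Activity versus -TGF-beta and +DMSO controls.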
ATXN viability – viability counter-screen for ATXN expression inhibitors. actives 0.49% (n = 400,000). S2 cells (HEK-293 line with an ATXN2-luciferase reporter) viability, CellTiter-Fluor protease fluorescence, 24 h. Potency, µM (top dose mostly 56.7 µM), usual class: cytotoxic; also: potency is read from the fitted curve at half-maximal effect; nearly all actives have a fitted effect of over 40% in size
Active calls of the source: *; i = inactive; ? = inconclusive; · = no result given; [ ] = dose if it differs, or a comment. Unless noted, calls follow the shape of the dose curve; as a rule, active = well fitted curve in the direction sought with a large enough effect; inconclusive = small, poorly fitted or top-dose-only effect, or another doubt; inactive = no such curve, though single readings can be large; an effect the other way counts as inactive or inconclusive.

smiles,Akt phos inh,CCT chaperon mod,Nrf2 inh,HepG2 viability,Nrf2 activator,A549 tox,MmCpn inh,TGFb inhibitor,ATXN viability
CCN1CCN(Cc2ccc(NC(=O)c3cc(NC(=O)c4cnn(-c5ccccc5)c4N)cc(OC)c3)cc2C(F)(F)F)CC1,i,-8.3,-10%,-79%,-1.5%,0%,-1%,?,25µM*
Cc1nc2cccnc2n1-c1cccc(C(=O)N2CCN(c3ccc(Cl)cc3)CC2)c1,·,·,18µM*,-41%,-0.9%,-20%,·,0%,·
COc1ccccc1COc1cccn2c(N(C)C(=O)CCC3CCCC3)c(C)nc12,i,0.1,·,-34%,-0.5%,·,·,-17%,?
Cc1cc(C)c(NC(=O)CSc2nc3ccc(NC(=O)CSc4nnnn4-c4ccccc4)cc3s2)c(C)c1,i,-12,-6%,-22%,0.8%,1%,-2%,0%,?
C[C@H](CO)N1C[C@H](C)[C@@H](CN(C)Cc2ccccc2)Oc2ccc(NC(=O)CCCCCC(=O)Nc3ccccc3N)cc2C1=O,i,-0.5,?,-24%,?,-4%,-6%,-1%,i
CCCOc1ccc(NC(=O)CC2C(=O)N(c3cccc(C)c3)C(=O)N2CCc2ccncc2)cc1 (stereo not drawn),·,·,-20%,-17%,4.0%,-14%,·,?,·
COCCNS(=O)(=O)c1ccc(C)c(C)c1C,i,0.3,0%,-4%,2.3%,-1%,1%,-1%,?
COc1ccc(CNC(=O)c2ccc(NC(=O)N3CCSc4ncccc43)cc2)cc1OC,·,·,-1%,3%,0.5%,4%,·,3%,·
COc1ccc(NC(=O)c2oc3ccccc3c2NC(=O)C23CC4CC(CC(C4)C2)C3)cc1,·,·,-8%,-4%,-1.1%,1%,·,-21%,i
CC(=O)Nc1nc(S(=O)(=O)c2ccc(C)cc2)c(Cl)s1,i,-0.7,-13%,-20%,-0.8%,-4%,-3%,-17%,i
O=C(O)c1ccc2c(c1)NC(=O)C(N1CCCC1)S2 (stereo not drawn),i,-2.6,-3%,-22%,0.4%,-20%,-1%,34%,i
COc1cccc(CNC(=O)C2CCCN(S(=O)(=O)c3cccc4nonc34)C2)c1 (stereo not drawn),i,-4.5,-30%,-18%,-0.7%,1%,1%,-9%,i
CCCC/C=C/[C@H](c1ccccc1)[C@H](CO)Cc1ccc([N+](=O)[O-])cc1,·,·,?,-16%,·,-19%,·,?,·
COc1ccccc1C(=O)NCCC(=O)NC1CCC(C)CC1 (stereo not drawn),i,0.0,?,-7%,5.0%,4%,1%,7%,i
CCOC(=O)c1[nH]c(C)c(C(=O)N2CCN(c3ccccc3OC)CC2)c1C,i,-1.6,-2%,2%,-0.8%,3%,-1%,1%,i
O=C(O)c1cc(NC(=S)NC(=O)C(c2ccccc2)c2ccccc2)ccc1Cl,i,-0.3,-7%,-21%,0.2%,2%,1%,-18%,i
CCN1CCN(C(=O)CSc2nc3c(c(=O)n(C)c(=O)n3C)n2C)CC1,i,0.5,20%,2%,-0.9%,-5%,2%,-1%,i
COc1ccc(-c2sc(NC(C)=O)nc2-c2ccccc2)cc1,i,-0.5,?,-24%,5.1%,-11%,-14%,-27%,i
Cn1cccc1C(=O)C(=O)Nc1cc(Cl)cc(Cl)c1,i,-2.2,10%,-17%,4.5%,0%,1%,-30%,i
CCc1ccc(N2C(=O)C(Cl)=C(N3CCOCC3)C2=O)cc1,i,-1.4,-10%,-13%,4.2%,-2%,-3%,3%,i
O=C(Nc1cccc(C(F)(F)F)c1)c1csc([C@@H]2O[C@H](CO)[C@@H](O)[C@H]2O)n1,i,0.8,·,-25%,0.5%,·,·,4%,i
O=C(CSc1nc2[nH]ncc2c(=O)[nH]1)Nc1cc(C(F)(F)F)ccc1Cl,i,-1.8,·,1%,0.4%,·,·,?,i
COc1cccc(-c2nnn(CC(=O)N(CC(C)C)C3CCS(=O)(=O)C3)n2)c1 (stereo not drawn),i,4.2,3%,-3%,-0.6%,5%,0%,-19%,i
COc1ccc2nc(NC(=O)CSc3nc(C)cc(=O)[nH]3)sc2c1,i,-0.4,5%,-8%,6.6%,5%,0%,7%,i
CC(=O)Nc1ccc(S(=O)(=O)NCC2CCC(C(=O)NCCCN3CCCC3=O)CC2)cc1 (stereo not drawn),i,-12,9%,2%,-0.4%,-3%,0%,2%,i
Cc1cc(C)cc(OCC(=O)NNC(=O)c2cc3ccccc3o2)c1,i,-2.3,-7%,-3%,-0.4%,-2%,1%,1%,i
Nc1c([N+](=O)[O-])cc2c3c(cccc13)CC2,i,-2.9,·,-22%,4.9%,·,·,-7%,?
Cc1ccc(S(=O)(=O)N2CCCCC2)cc1NC(=O)COC(=O)Cc1cccc2ccccc12,i,-0.2,-25%,20%,-0.8%,0%,-6%,15%,i
O=C(COC(=O)c1ccc2c(c1)OCCO2)Nc1ccccc1C(F)(F)F,i,0.1,·,2%,-0.3%,·,·,0%,i
COc1cc(NC(=O)c2ccc(-c3cccc(F)c3)o2)ccc1NC(=O)c1ccccc1Cl,i,-0.3,?,-3%,-0.6%,3%,-2%,-8%,i
COc1cccc(CN2CC(C(=O)NCc3ccc(C)o3)CCC2=O)c1 (stereo not drawn),i,0.3,5%,9%,3.6%,1%,-2%,8%,i
O=C(NCCc1ccncc1)Nc1ccc(Cl)cc1,i,0.2,?,2%,0.2%,2%,-2%,0%,i
COc1ccc(C(=O)C2CCCN(Cc3nc4ccccc4nc3C)C2)cc1OC (stereo not drawn),i,1.7,3%,-30%,4.8%,12%,-1%,0%,i
CC1(C)CC(=O)c2cc(-c3nc(-c4ccc(Cl)cc4)cs3)c(=O)[nH]c2C1,·,·,15%,2%,4.4%,0%,·,3%,i
CSCCC(NC(=O)c1ccco1)C(=O)N1CCC(C(N)=O)CC1 (stereo not drawn),i,-5.9,6%,0%,-0.1%,9%,2%,-4%,i
O=C(NCc1cccnc1)c1csc([C@@H]2O[C@H](CO)[C@H](O)[C@H](O)[C@H]2O)n1,i,-0.4,·,5%,0.0%[9.22 µM],·,·,1%,i
CCN(C(=O)COC(=O)c1cc2c(s1)CCCCC2)C1CCS(=O)(=O)C1 (stereo not drawn),i,-0.4,-10%,-2%,0.3%,-2%,1%,2%,i
Cc1nc(=O)c(-c2ccccc2)c(C)n1-c1ccccc1Cl,i,1.2,-2%,1%,0.0%,-4%,·,-16%,·
CC(=O)c1cccc(NC(=O)c2cccc(NC(=O)c3ccco3)c2)c1,i,-0.4,11%,-2%,4.0%,6%,-7%,12%,i
COc1cccc(-c2nc(CS(=O)(=O)CC(=O)NCCc3ccc(Cl)cc3)c(C)o2)c1,·,·,?,-41%,0.4%,?,·,11µM*,·
CCc1nc(CN2CCN(Cc3ccc(F)c(F)c3)C(CCO)C2)c(C)[nH]1 (stereo not drawn),i,1.4,2%,-1%,-0.7%,1%,0%,1%,i
CC(=O)N[C@@H](Cc1c[nH]c2ccccc12)C(=O)OCC(=O)Nc1ccc2c(c1)OCO2,i,0.6,?,1%,3.9%,17%,·,0%,i
Fc1ccc(-n2cc(-c3ccccc3)c3c(N4CCOCC4)ncnc32)cc1,i,-4.8,?,11%,0.2%,-15%,1%,8%,i
CCCCNC(=O)C1CCCN1S(=O)(=O)c1cccc2nsnc12 (stereo not drawn),i,-1.1,-4%,24%,0.2%,2%,0%,17%,i
COCc1cc(C)nc(N2CCNCC2)c1C#N,i,-1.9,-11%,0%,-0.8%,1%,3%,17%,i
Cc1ccc(NC(=O)CNC(=O)Cc2cccc3ccccc23)nc1,i,-2.3,8%,-12%,-0.1%,9%,0%,-6%,i
CC(C)(C)c1cc(C(=O)NNS(=O)(=O)c2ccccc2)n[nH]1,i,-2.9,?,-13%,-0.5%,-19%,0%,-18%,i
CCn1c(=NC(=O)CCS(=O)(=O)c2ccccc2)sc2cccc(OC)c21,i,1.0,?,-15%,6.7%,-23%,0%,-25%,i
Cc1nc2ccccc2c2nc(N)nn12,i,-4.7,20%,7%,1.9%,-4%,-2%,0%,i
CCN(C[C@H]1N[C@@](Cc2ccccc2)(C(=O)OC)[C@H]2C(=O)N(Cc3ccccc3)C(=O)[C@@H]12)C(=O)c1ccc(F)cc1,i,-0.2,?,-4%,-0.1%,?,1%,?,i
Cc1cccc(-c2n[nH]c(=S)n2/N=C/c2cccs2)c1,i,0.3,-6%,-8%,7.3%,2%,0%,17%,i
C#CC[N+]1(CC#Cc2ccccc2)CCCC1,i,0.0,?,5%,-0.4%,-9%,-1%,1%,i

One compound at a time, as listed above.
Cc1cc(C)cc(OCC(=O)NNC(=O)c2cc3ccccc3o2)c1 is listed with Akt phos inh: i; CCT chaperon mod: -2.3; Nrf2 inh: -7%; HepG2 viability: -3%; Nrf2 activator: -0.4%; A549 tox: -2%; MmCpn inh: 1%; TGFb inhibitor: 1%; ATXN viability: i
CCN(C(=O)COC(=O)c1cc2c(s1)CCCCC2)C1CCS(=O)(=O)C1 (stereo not drawn) is listed with Akt phos inh: i; CCT chaperon mod: -0.4; Nrf2 inh: -10%; HepG2 viability: -2%; Nrf2 activator: 0.3%; A549 tox: -2%; MmCpn inh: 1%; TGFb inhibitor: 2%; ATXN viability: i
